CHRM4 PAM – CHRM4 positive allosteric modulation. P08173. activation, % at 3 µM. 360,000 compounds, 0.4% hits. CHO-K1 hM4/Gqi5, Fluo-8 calcium fluorescence, ACh EC20; 0% = ACh EC20, 100% = maximal ACh;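 active = activation above its plate's cutoff, the mean activation of sample wells plus 3 SD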; also: some results filed as inactive read as strong as hits
Target sequence (P08173 whole entry, looked up): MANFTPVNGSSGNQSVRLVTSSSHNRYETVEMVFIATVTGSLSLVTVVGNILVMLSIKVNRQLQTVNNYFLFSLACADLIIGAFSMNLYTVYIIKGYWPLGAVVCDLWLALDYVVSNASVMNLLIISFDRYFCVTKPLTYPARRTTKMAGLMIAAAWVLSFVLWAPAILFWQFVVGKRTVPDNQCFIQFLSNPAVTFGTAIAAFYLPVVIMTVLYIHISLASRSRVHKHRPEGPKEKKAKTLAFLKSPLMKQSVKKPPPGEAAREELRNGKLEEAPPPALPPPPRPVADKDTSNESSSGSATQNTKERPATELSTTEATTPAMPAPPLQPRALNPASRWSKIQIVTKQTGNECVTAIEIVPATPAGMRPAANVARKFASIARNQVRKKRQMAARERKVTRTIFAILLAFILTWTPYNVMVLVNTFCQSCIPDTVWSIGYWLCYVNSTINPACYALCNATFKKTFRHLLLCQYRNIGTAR
M5 ag – CHRM5 agonism in calcium assay. CHO-K1 hM5 cells, Fluo-8 calcium fluorescence; 0% DMSO wells, 100% maximal acetylcholine response. activation, % at 3 µM. 360,000 compounds, 0.19% hits;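 active = activation above the run's mean over test compounds plus 3 SD, cut at about 23% in these data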;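 also: signal is peak over basal fluorescence ratio across the kinetic read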
Target sequence (P08912 whole entry, looked up): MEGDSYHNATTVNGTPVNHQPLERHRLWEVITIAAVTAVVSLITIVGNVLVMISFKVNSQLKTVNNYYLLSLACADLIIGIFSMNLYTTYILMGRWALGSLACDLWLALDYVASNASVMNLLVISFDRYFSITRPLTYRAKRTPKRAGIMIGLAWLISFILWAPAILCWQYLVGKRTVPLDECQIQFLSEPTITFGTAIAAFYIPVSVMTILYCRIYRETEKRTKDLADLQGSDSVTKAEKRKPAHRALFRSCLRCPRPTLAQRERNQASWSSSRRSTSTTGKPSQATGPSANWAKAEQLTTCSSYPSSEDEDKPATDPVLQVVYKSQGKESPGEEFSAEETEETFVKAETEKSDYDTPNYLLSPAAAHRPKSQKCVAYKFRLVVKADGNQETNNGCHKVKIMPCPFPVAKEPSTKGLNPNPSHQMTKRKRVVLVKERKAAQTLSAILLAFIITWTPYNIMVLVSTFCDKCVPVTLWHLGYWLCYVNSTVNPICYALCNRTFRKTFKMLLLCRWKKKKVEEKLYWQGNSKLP
CHRM5 antagonist – blocks acetylcholine activation of human M5 receptor. CHO-hM5 cells, Fluo-8 calcium fluorescence, ACh EC80. inhibition, % at 3 µM. 360,000 compounds, 0.59% hits. AID 624040;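 active = inhibition above a per-plate cutoff, the mean of that plate's test compounds plus 3 SD, cut at about 27% in these data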;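 also: 0% = acetylcholine EC80 with DMSO and 100% = DMSO without agonist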
M1 PAM parental – M1 PAM counterscreen hit in parental CHO-K1 cells | activation, % at 3 µM | 360,000 compounds, 0.02% hits | ATP EC20, Fluo-8 calcium fluorescence; 0% at ATP EC20, 100% at ATP max;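 active = activation above the run cutoff, the mean activation of all test compounds plus 3 SD, cut at about 40% in these data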;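 also: peak over basal fluorescence ratio in a 140 s read after ATP addition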
M4 ag – CHRM4 agonism in calcium assay; 360,000 compounds, 0.14% hits; activation, % at 3 µM; CHO-K1 hM4/Gqi5, Fluo-8 calcium fluorescence; vehicle 0%, full acetylcholine response 100%;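 active = activation above the run mean over all test wells plus 3 SD, cut at about 32% in these data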;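 also: peak over basal fluorescence ratio per well then scaled between controls; 0% = DMSO wells and 100% = acetylcholine at EC100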
CHRM4 antagonist – blocks acetylcholine activation of human M4 receptor | P08173 | CHO-hM4 cells, ACh EC80, Fluo-8 calcium fluorescence | inhibition, % at 3 µM | 360,000 compounds, 0.73% hits;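 active = inhibition above its plate's cutoff, the mean inhibition of sample wells plus 3 SD, cut at about 27% in these data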;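 also: 0% = acetylcholine EC80 with DMSO and 100% = DMSO without agonist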
CHO-K1 Ca antag – nonselective inhibitor or artifact in parental CHO-K1 cells. ATP-induced calcium, Fluo-8 fluorescence. inhibition, % at 3 µM. 360,000 compounds, 0.6% hits. AID 602250;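 active = inhibition above a per-plate cutoff, the plate's mean sample inhibition plus 3 SD, cut at about 24% in these data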;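 also: 0% = DMSO plus EC80 ATP and 100% = DMSO alone without ATP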
CHRM5 PAM – CHRM5 positive allosteric modulation; P08912; CHO-K1 hM5, Fluo-8 calcium, ACh EC20 PAM; 0% = ACh EC20, 100% = ACh EC100; activation, % at 3 µM; 360,000 compounds, 0.3% hits;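 active = activation above the run cutoff, the mean activation of all test compounds plus 3 SD, cut at about 18% in these data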
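Assay system: CHO-K1 hM5 cells / Incubation: Fluo-8 loading 80 min at 37 °C plus 30 min room temperature / Technique: Fluo-8 calcium dye fluorescence, kinetic read / Repeats: single replicate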
M1 ag parental – nonselective activator or artifact in parental CHO-K1 cells; Fluo-8 calcium fluorescence; scaled to maximal ATP response, vehicle zero; activation, % at 3 µM; 360,000 compounds, 0.48% hits; AID 602248; in the data active = activation above about 15%;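 also: untransfected CHO-K1 host cells lacking M1 receptor as counterscreen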
Starred values were filed as active, the others as inactive.

SMILES	CHRM4 PAM	M5 ag	CHRM5 antagonist	M1 PAM parental	M4 ag	CHRM4 antagonist	CHO-K1 Ca antag	CHRM5 PAM	M1 ag parental
CCN(CC)C(=O)c1[nH]cnc1C(=O)N[C@@H](C)c1ccccc1	6	1	-1	-8	0	-8	-5	17	-0.5
COc1ccc(C2/C=C\CN3CCC[C@H]3C(=O)N2Cc2ccc(F)cc2)cc1 (stereo partly specified)	2	0	-7	10	3	-12	-18	1	1.1
NC(=O)c1ccc(N2CCN(c3ncc(C(F)(F)F)cc3Cl)CC2)cc1	12	1	18	20	0	8	-13	-4	1.0
Cc1csc(=O)n1CC(=O)OCC(=O)Nc1ccc(F)c(F)c1	0	4	-1	-13	1	-5	6	-6	1.2
Cc1ccc(S(=O)(=O)N(C)CC(=O)O/N=C(\N)c2ccccn2)cc1	-2	-3	7	5	1	15	-7	-10	0.6
CCOC(=O)c1c(-c2ccccc2)csc1NC(=O)c1nn(CC)cc1Br	-5	3	9	0	-1	4	0	-8	0.2
Cn1c(Cn2c(=O)sc3ccccc32)nnc1SCC(=O)N1CCN(c2ccccc2)CC1	-2	1	-1	4	1	5	-2	-2	0.4
CCN(CC)CCn1c2ccccc2c2n[nH]c(=S)nc21	-16	-18	10	-4	1	13	9	-6	0.1
COc1ccc(S(=O)(=O)N2C[C@H]3CON(C)[C@H]3C[C@H]2c2ccc(-c3cccc(F)c3)cc2)cc1	-12	-3	-2	18	3	1	8	-2	1.4
COc1cc2c(cc1OC)CN(C(C)C(=O)N1CCc3ccccc31)CC2 (stereo unspecified)	12	-3	-10	9	1	-13	2	5	-0.2
Cc1cc(NC(=O)CCN2C(=O)C3C4CCC(C4)C3C2=O)cc(C)c1Br (stereo unspecified)	1	5	4	12	8	15	2	-3	2.6
CCOc1ncccc1C(=O)OCC(=O)c1cccc(Br)c1	-2	-8	-11	7	5	-18	-1	-6	2.7
CC(C)(C)NC(=O)C1c2ccccc2OCC(=O)N1Cc1cccnc1 (stereo unspecified)	-1	-2	0	21	1	-7	-22	3	0.5
Cc1cc(C)c2c(C)[nH]nc2n1	6	0	1	22	1	1	-13	5	0.5
Cc1cc(-c2ccccc2)[nH]c(=O)c1S(=O)(=O)c1ccccc1	2	-4	4	4	3	-3	-7	21*	0.3
Cc1cccc(Cc2c(C)nc3c(C(=O)NCc4ccco4)cnn3c2C)c1	-2	0	-3	4	1	-10	-1	-8	1.5
CCOc1ccc(NC(=O)CN(C)c2ccc(S(=O)(=O)N(C(C)C)C(C)C)cn2)cc1OCC	5	-4	-9	0	1	-11	0	0	-0.2
O=C1CC(N2CCN(C3CC(=O)N(CCc4ccccc4)C3=O)CC2)C(=O)N1CCc1ccccc1 (stereo unspecified)	6	-3	1	-8	5	-15	-1	-5	1.6
CCOc1ccccc1C(=O)NCC(=O)O	-2	2	8	11	-1	-9	2	6	-0.2
Cc1ccc(S(=O)(=O)N2CCN(C(=O)CSc3nc4ccccc4o3)C2)cc1	0	1	5	6	9	-1	-6	-8	8.2
Cc1csc(CNC(=O)c2cc(COc3c(C)cccc3C)on2)n1	2	-1	-22	7	10	-18	-21	-2	7.3
CN(c1ccccc1C(=O)NCc1ccccn1)S(C)(=O)=O	-2	-5	0	8	-1	-2	0	-13	0.1
O=C(Nc1scc(-c2ccc(Br)cc2)c1C(=O)O)c1ccccc1F	-3	5	-2	-12	0	3	2	6	0.1
COc1ccc(C(CC(=O)O)NC(=O)c2ccccc2[N+](=O)[O-])cc1 (stereo unspecified)	8	1	-14	8	2	-19	-13	7	-0.4
O=C(NCc1ccco1)C1Cc2ccccc2CN1C(=O)c1ccco1 (stereo unspecified)	2	1	-14	16	0	-14	-5	-5	-0.4
Cc1ccc(S(=O)(=O)NCCC(=O)N2CC(C)OC(C)C2)cc1 (stereo unspecified)	5	-2	4	10	0	-6	1	1	0.8
CCOC(=O)c1cnc(-c2ccccc2O)nc1Cl	-3	-1	1	-8	1	5	3	-9	0.0
COc1cc(C(=O)N2CCN(C(=O)c3ccccc3)CC2)cc(OC)c1OC	1	2	1	3	0	6	-16	4	-0.2
COCC1CCN(C(=O)CCc2nnc(C3(c4ccc(Cl)cc4)CCC3)o2)CC1	2	-2	10	-13	2	2	4	1	0.7
CCOC(=O)C1=CN(Cc2ccco2)S(=O)(=O)N(C)C1CC (stereo unspecified)	-1	-1	-7	26	-1	-6	-19	-1	-0.5
CCOC(=O)CSC1=N/C(=C\c2cc(OC)c(OC)c(OC)c2)C(=O)N1C	-10	3	6	17	7	0	0	-10	4.1
CC1CC(C)CN(CCCNC(=O)Cc2c(C(=O)O)[nH]c3ccccc23)C1 (stereo unspecified)	2	-2	-7	13	1	-2	3	5	0.6
O=C1c2cccnc2-c2ncccc21	4	-1	2	10	1	5	-6	-4	-0.1
COC(=O)CNC(=O)CSc1nc2c(sc(=S)n2-c2ccccc2)c(=O)[nH]1	1	-2	5	0	0	-10	-8	-2	1.3
O=C1OC(Nc2ccc(F)cc2F)c2ccccc21 (stereo unspecified)	-9	-3	15	23	10	5	-5	-28	2.1
Cc1cc(C)n2nc(SCCC(=O)NCc3ccccc3)nc2n1	5	-3	6	12	1	-6	-7	2	0.3
CCOC(=O)c1c(C)[nH]c(C)c1S(=O)(=O)NCC(=O)Nc1ccccn1	-6	-4	-4	-6	1	-13	-12	-3	-0.4
CC(=O)Nc1ccc(SCC(=O)Nc2cc(C)on2)cc1	4	-2	3	-7	1	3	17	6	6.1
O=C(COC(=O)c1ccc(Cl)s1)c1cc2ccccc2o1	0	-5	-3	26	-2	-7	-9	-1	0.4
O=C(N/N=C/c1ccc(Cl)cc1Cl)c1n[nH]c2c1CCCC2	26*	-4	-4	20	1	-12	-13	3	0.3
O=C(CSc1nn(-c2ccccc2)c(=S)s1)NC(=O)NCc1ccco1	-7	0	16	8	1	7	-4	-10	1.9
Cc1cc([N+](=O)[O-])ccc1NC(=O)c1ccco1	5	-2	5	9	0	-4	4	-2	-0.1
C=CCNC(=S)NCC=C	5	2	-2	-6	1	-7	10	3	0.0
O=C1/C(=C/N(C(=O)c2ccco2)c2ccc(Br)cc2)Sc2ccccc21	-2	1	10	14	7	5	1	-2	5.2
CN(CC(=O)Nc1cccc([N+](=O)[O-])c1)S(=O)(=O)c1ccccc1	8	2	1	-16	4	-23	10	7	1.3
Cc1cccc(N=C2NN=C(c3c[nH]c4ccccc34)CS2)c1	4	-2	2	18	1	-4	5	0	-0.1
CN(C)c1ccc(C(C(=O)NCc2ccccc2)N(Cc2cccnc2)C(=O)c2snc(C(N)=O)c2N)cc1 (stereo unspecified)	-16	-1	16	-4	20	12	3	-9	8.3
Cc1ccc(OCC(=O)NC(=S)Nc2ccc(Br)cn2)cc1	-9	2	3	25	1	2	-9	4	1.6
O=C(CSc1nc(Nc2ccccc2)nc(N2CCOCC2)n1)Nc1cc(Cl)ccc1O	-5	1	19	24	13	-5	-14	-11	3.4
COc1ccc(NC(=O)CN(C)C(=O)c2cccc(S(=O)(=O)N3CCN(c4ccc(F)cc4)CC3)c2)cc1	0	2	30*	-6	16	15	-4	-22	9.3
C=CCn1c(N)c(C(=O)OC(C)CC)c2nc3ccccc3nc21 (stereo unspecified)	11	-2	-6	-11	1	0	22	6	0.4
COc1cc(C(=O)OCC(=O)Nc2ccc(N3CCOCC3)cc2)ccc1OCC(C)C	5	3	10	-3	1	-18	-6	-5	1.2
COc1ccc(/C=C/CN2CCC(n3nccc3NC(=O)C3CC3)CC2)cc1	-11	-9	1	18	1	3	-7	2	-0.3
CC12CC(=O)C3C(CCC4=CC(=O)CCC43C)C1CC=C2CC(=O)O (stereo unspecified)	5	5	7	18	0	-7	-22	14	2.1
N#Cc1c(/N=C/c2cc(Br)cs2)sc2c1CCC2	-1	-8	0	19	0	5	-13	-5	0.6
Cc1ccc(S(=O)(=O)n2cccc2CO)cc1	18	-4	-1	-6	0	-2	-6	12	-0.4
COc1ccccc1NC(=O)c1cc(S(=O)(=O)N2CCOCC2)ccc1Cl	0	-9	-1	5	3	-3	1	-10	0.2
CCOc1ccc2nc(SCC(=O)N(C)C)[nH]c2c1	7	-2	5	18	0	-5	-11	-2	0.0
CC(C)Oc1ccc(-c2cc(=O)[nH]c(=O)[nH]2)cc1	5	-3	0	9	1	1	-5	-2	0.1
c1ccc(Cn2nnnc2C(c2cccs2)N2CCOCC2)cc1 (stereo unspecified)	-7	-3	4	2	0	9	0	-3	2.4
Carrying on:
SMILES	CHRM4 PAM	M5 ag	CHRM5 antagonist	M1 PAM parental	M4 ag	CHRM4 antagonist	CHO-K1 Ca antag	CHRM5 PAM	M1 ag parental
CCC(C)c1ccc(O)c(N)c1 (stereo unspecified)	16	4	-7	-1	0	3	-6	11	0.2
Cc1cc(N2C(=O)C(O)=C(C(=O)c3cc4ccccc4o3)C2c2cccs2)no1 (stereo unspecified)	6	1	-2	5	2	-2	-2	1	0.8
O=C(O)c1ccc(NCc2cccs2)cc1	-2	0	-2	-11	0	-3	-5	0	0.1
Nc1ccccc1-c1nc2ccccc2c(=O)o1	4	2	2	7	0	-1	1	3	-0.2
Cc1ccc(N2C(=O)CC(c3ccsc3)C3=C2CC(C)(C)CC3=O)cc1 (stereo unspecified)	-2	-6	5	0	-2	-7	-2	-4	-0.5
O=C1NCCCC1C(=O)N/N=C/c1ccccc1[N+](=O)[O-] (stereo unspecified)	8	5	14	-22	0	-2	4	-5	0.1
Cc1ccc(N2CCCn3c2cc(C)c(C#N)c3=O)cc1C	9	0	5	23	0	-2	-12	3	0.2
CCOc1ccc(OCCC(=O)N(CC)CC(=O)NCc2cccs2)cc1	4	-5	8	17	2	-3	-14	2	1.7
O=C(NC(=S)N1CCN(c2ccc([N+](=O)[O-])cc2Cl)CC1)c1ccco1	2	-1	-8	22	1	-18	-11	-3	0.4
O=C(Nc1ccn(Cc2ccccc2F)n1)c1ccc(COc2cc(Cl)ccc2Cl)o1	-9	1	6	-11	3	14	2	-3	0.7
COc1ccc(C(=O)NC(C(=O)NCCc2ccc3c(c2)OCCO3)C(C)C)cc1 (stereo unspecified)	5	-1	2	4	1	-4	-5	16	-0.8
CCOc1ccc(NC(=O)NNC(=O)c2ccc3ccccc3c2O)cc1	-4	-1	5	8	0	7	5	-1	0.4
Cc1ccc(OCC(=O)NC2CCS(=O)(=O)C2)cc1 (stereo unspecified)	-5	1	-7	19	0	-1	-7	1	0.4

Fetched by structure from above, 7 records:
SMILES	CHRM4 PAM	M5 ag	CHRM5 antagonist	M1 PAM parental	M4 ag	CHRM4 antagonist	CHO-K1 Ca antag	CHRM5 PAM	M1 ag parental
O=C(O)c1ccc(NCc2cccs2)cc1	-2	0	-2	-11	0	-3	-5	0	0.1
Nc1ccccc1-c1nc2ccccc2c(=O)o1	4	2	2	7	0	-1	1	3	-0.2
Cc1ccc(N2CCCn3c2cc(C)c(C#N)c3=O)cc1C	9	0	5	23	0	-2	-12	3	0.2
Cc1cc(N2C(=O)C(O)=C(C(=O)c3cc4ccccc4o3)C2c2cccs2)no1 (stereo unspecified)	6	1	-2	5	2	-2	-2	1	0.8
CCOc1ccc(OCCC(=O)N(CC)CC(=O)NCc2cccs2)cc1	4	-5	8	17	2	-3	-14	2	1.7
Cc1ccc(OCC(=O)NC2CCS(=O)(=O)C2)cc1 (stereo unspecified)	-5	1	-7	19	0	-1	-7	1	0.4
CCC(C)c1ccc(O)c(N)c1 (stereo unspecified)	16	4	-7	-1	0	3	-6	11	0.2

Assay outcomes: PubChem, The Scripps Research Institute Molecular Screening Center
